# Screens deposited in PubChem BioAssay by several laboratories.
# HSF1 inhib – HSF1 inhibition | 0.77% of 300,000 active | NIH3T3-HGL HSE-luciferase, MG132-induced, luminescence 8 h; hits give low values | activity change, negative = inhibition, % at 7.5 µM (by protocol);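 active means more than half of replicate wells show activity change below -50%, luminescence cut by over half; inconclusive means some wells, but at most half, below -50%; inactive means no replicate well below -50%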;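 further: luciferase reports HSF-1 transcriptional activity via heat shock element; 0% = median of DMSO wells and -100% = zero luminescence signal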
# GSK3A inh – blocks human GSK-3 alpha kinase | P49840 | ADP-Glo luminescence, 60 min | inhibition, % at 10 µM | 0.1% of 320,000 active;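 in the data active means inhibition above about 50%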;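 further: GST-tagged GSK-3 alpha with peptide substrate and 25 µM ATP; 0% = DMSO neutral wells and 100% = GW8510 positive control wells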
# HSP90 refold inh – blocks HSP90-mediated luciferase refolding in reticulocyte lysate. Rabbit reticulocyte lysate, luciferase refolding luminescence, 3 h. inhibition, % at 5.6 µM. 0.91% of 290,000 active;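 active means inhibition above the screen-wide mean plus 3 SD, computed separately per campaign, cut at about 16% in these data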;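 further: 0% = DMSO wells and 100% = 60 µM geldanamycin wells; inhibitors lower the luminescence because luciferase stays unfolded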
# AI-2 QS mod – Vibrio harveyi AI-2 quorum sensing modulation. Vibrio harveyi JMH597 AI-2 luminescence/OD600 ratio, 9 h; hits give low values; strain lacks LuxN and CqsS sensors; 0 = neutral-control median. activity change, % at 7.5 µM. 0.4% of 300,000 active. AID 2094; in the data active means activity change below about -75%, passing the limit was not always enough; inconclusive means no clear call, values can overlap the other calls;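 further: luminescence divided by OD600 gain over 9 h not by final OD600 alone; inactives centre near 13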
# HDAC3 inh – human HDAC3 inhibition. 0.15% of 320,000 active. O15379. AID 2718. recombinant HDAC3, fluorogenic peptide/trypsin coupled, fluorescence. inhibition, % at 8.3 µM; in the data active means inhibition above about 26%, passing the limit was not always enough; inconclusive means no clear call, values can overlap the other calls
# Target sequence (O15379 whole entry, looked up): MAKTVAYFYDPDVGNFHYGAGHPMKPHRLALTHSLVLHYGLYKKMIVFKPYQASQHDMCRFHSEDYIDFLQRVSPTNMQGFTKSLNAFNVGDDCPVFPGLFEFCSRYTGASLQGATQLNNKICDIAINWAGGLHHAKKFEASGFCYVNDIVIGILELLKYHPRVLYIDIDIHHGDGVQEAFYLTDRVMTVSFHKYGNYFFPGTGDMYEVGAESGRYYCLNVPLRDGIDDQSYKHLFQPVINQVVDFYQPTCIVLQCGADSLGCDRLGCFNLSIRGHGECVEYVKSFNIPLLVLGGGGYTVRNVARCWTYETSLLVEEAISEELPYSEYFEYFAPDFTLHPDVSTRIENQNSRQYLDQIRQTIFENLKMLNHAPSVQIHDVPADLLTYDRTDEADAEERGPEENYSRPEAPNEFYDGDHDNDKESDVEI
# HSF-1 act – increases HSF-1 driven luciferase reporter signal | NIH3T3-HGL HSF-1 luciferase reporter, MG132, 8 h; 100% = twice DMSO control signal | activation, % at 9 µM | 1.7% of 300,000 active | AID 504408;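 active means mean replicate activation of at least 50% with a set share of replicates each reaching 50%; inconclusive means only one of those two conditions met; inactive means mean below 50% and too few replicates reaching it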;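 further: 0% = median of the neutral control wells and 100% = twice that signal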
# PolyA inh – yeast polyadenylation inhibition. S. cerevisiae SKY197-pL101 polyadenylation reporter, beta-gal luminescence; efflux-impaired pdr1/pdr3 knockout yeast; score 100 = 6 SD above DMSO. 0.02% of 300,000 active. calls only at 12 µM;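 active means lowest replicate activity score at least 50, where 100 means six control SD above control mean; inconclusive means lowest score under 50 but half or more replicates reach 50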;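 further: yeast exposed to compound for 9 h at 30 °C; higher score means more reporter readthrough which indicates perturbed polyadenylation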
# DYRK1A inh – inhibitors of rat Dyrk1A kinase; AID 504441; Q63470; 0.43% of 310,000 active; inhibition, % at 12.5 µM; ADP-Glo luminescence, NFATc1 peptide; in the data active means inhibition above about 50%;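 further: plate controls were vehicle with enzyme for no effect and no enzyme for full effect; many of its hits are not listed in these tables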
# GSK3beta inhib – human GSK3beta kinase inhibition. P49841. GST-GSK3beta kinase, ADP-Glo luminescence, 60 min; hits give low values. activity score (negative = inhibition), % at 10 µM. 0.038% of 300,000 active. AID 2097;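 active means more than half of replicate wells score below -50%, meaning over 50% inhibition versus plate controls; inconclusive means some replicates but at most half score below -50%; inactive means no replicate scores below -50%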;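 further: 0% = median DMSO wells and -100% = median GW8510 positive control wells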
# Target sequence (P49841 whole entry, looked up): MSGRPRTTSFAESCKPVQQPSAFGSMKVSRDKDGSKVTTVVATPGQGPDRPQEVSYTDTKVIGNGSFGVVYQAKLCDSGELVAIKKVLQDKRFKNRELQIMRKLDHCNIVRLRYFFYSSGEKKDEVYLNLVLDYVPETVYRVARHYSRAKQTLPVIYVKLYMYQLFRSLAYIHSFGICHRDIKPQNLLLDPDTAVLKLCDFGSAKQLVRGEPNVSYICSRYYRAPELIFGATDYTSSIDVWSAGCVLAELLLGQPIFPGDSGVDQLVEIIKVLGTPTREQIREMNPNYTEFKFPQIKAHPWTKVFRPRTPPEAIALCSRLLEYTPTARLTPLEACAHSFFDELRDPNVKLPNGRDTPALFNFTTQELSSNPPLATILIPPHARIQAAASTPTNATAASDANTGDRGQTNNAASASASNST
#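 Test system: GST-tagged human GSK3beta kinase, cell-free; evaluation: activity score scaled between in-plate DMSO and GW8510 controls; measured by: ADP-Glo luminescence; incubation: 60 min reaction, RT; benchmarks: DMSO and 20 µM GW8510; reagent: peptide substrate plus 25 µM ATP (final); medium: Tris/MgCl2 kinase buffer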
# Platelet DG rel – modulates dense granule release in human platelets | human platelet-rich plasma, SFLLRN dense granule ATP release, luminescence | inhibition, %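 (compounds screened at 7.5 µM in platelet-rich plasma)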 | 0.22% of 300,000 active | AID 1663;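 active means mean replicate score, as percent of positive control, at or above 50; inconclusive means mean below 50 but at least one replicate at or above 50; inactive means mean and every replicate below 50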
# Starred values were filed as active, the others as inactive; i = inactive; ? = inconclusive; · = not tested or not shown; & = joins results of further samples. These rows are one share of the data; rates above refer to the full screens.
SMILES,HSF1 inhib,GSK3A inh,HSP90 refold inh,AI-2 QS mod,HDAC3 inh,HSF-1 act,PolyA inh,DYRK1A inh,GSK3beta inhib,Platelet DG rel
Cn1c(=O)cc(OCCCC(=O)NCc2ccco2)c2ccccc21,6,0,-1,7,1,13,i,-3,4,12
Cc1ccc(N2CC(C(=O)N3CCN(c4ccccc4)CC3)CC2=O)cc1 (stereo not drawn),-1,-1,3,6,2,2,i,-4,0,6
C/C(N)=C(/C#N)C(=O)COC(=O)c1cc(-c2ccc(Br)cc2)nc2ccccc12,12,0,1,11,2,10,i,-3&2,2,8
O=c1c2ccccc2n(Cc2ccc(F)cc2)c(=O)n1C1CCCC1,15,0,-1,-8,5,28,i,6,3,-2
CCCCCCCC(=O)NC1=NC(=O)C(C)(C)S1,-3,0,1,2,3,3,i,4,-2,7
Cc1cc(NC(=O)c2cccc3c2C(=O)N(C2CCCCC2)C3)ccc1Br,-3,-1,-5,19,-3,2,i,-2,2,1
O=C(NNc1ncnc2ccccc12)c1cccc(Cl)c1,21,-4,3,8,·,60*,i,9,4,1
CCN(Cc1ccccc1)C(=O)CCS(=O)(=O)c1cc2c(cc1Cl)NC(=O)CO2,-3,2,-2,23,·,-6,i,-2,0,3
COc1ccc(NC(=O)c2ccco2)cc1NC(=O)COc1ccccc1[N+](=O)[O-],-2,1,1,3,-6,0,i,14,-2,5
CCCC(C)NC(=O)CN1C(=O)NC2(CCc3ccccc32)C1=O (stereo not drawn),0,-3,1,40,1,15,i,-2,3,-3
C=CCOc1cc(C)nc(-c2ccccc2O)n1,1,-2,2,9,3,-17,i,-3,-1,-1
CCOC(=O)c1cnc2cc(-c3ccc(C(C)(C)C)cc3)nn2c1N,-15,-5,1,21,2,-17,i,7,0,-45
CCC(=O)Nc1ccc(S(=O)(=O)Nc2nccs2)cc1,-4,-2,-3,17,-10,-4,i,10,0,-7
COc1ccc(C(CC(=O)c2ccccc2)S(=O)(=O)c2ccc(C)cc2)cc1 (stereo not drawn),7,·,0,33,-1,-13,i,-2,-5,22
CC(c1nccs1)N(C)c1nc2nonc2nc1NC1CC1 (stereo not drawn),-5,7,2,10,·,9,i,-8,-4,6
CCN(Cc1cc(=O)[nH]c2ccccc12)C(=O)c1ccc(C)cc1,-16,·,5,20,1,-35,i,1,0,-1
O=C(NCc1ccc(Cl)cc1)NCc1ccc(Cl)cc1,3,-1,-2,-2,1,7,i,-1,-1,1
CCc1cccc(NS(=O)(=O)c2c(C)n[nH]c2C)c1,-6,2,-2,4,-2,7,i,-1,3,4
Nn1c(SCc2ccccc2)nnc1-c1ccco1,-68*,0,-1,-25,13,-74,·,6,4,18
COc1ccccc1CNC(=O)C(C)n1nc(C)n2c(cc3occc32)c1=O (stereo not drawn),-6,-1,3,0,2,-8,i,-2,1,4
COc1cccc(C(c2sc3nc(C)nn3c2O)N2CCN(C(=O)c3ccco3)CC2)c1 (stereo not drawn),-85*,1,1,24,·,-88,i,2,2,5
CC1CCN(C(=O)CSc2nc3ccccc3c(=O)[nH]2)CC1,-18,-1,0,10,-3,-23,i,·,-4,12
CC(NC(=O)CSc1n[nH]c(=O)n1C1CC1)C12CC3CC(CC(C3)C1)C2 (stereo not drawn),-5,-1,8,19,2,-6,i,-4,-1,0
CCCCn1c2nc3ccccc3nc2c2c(=O)n(CCC(C)C)cnc21,-6,1,0,24,2,7,i,6,8,-1
CC(C)Oc1ccc(C(=O)Nc2c3c(nn2C(C)(C)C)CS(=O)(=O)C3)cc1,-4,0,-1,10,-3,-6,i,5,-2,-2
# Next section.
SMILES,HSF1 inhib,GSK3A inh,HSP90 refold inh,AI-2 QS mod,HDAC3 inh,HSF-1 act,PolyA inh,DYRK1A inh,GSK3beta inhib,Platelet DG rel
CC(=O)Nc1ccc(NC(=O)CN(c2cccc([N+](=O)[O-])c2)S(C)(=O)=O)cc1,13,-1,6,0,8,10,i,-7,3,3
Cc1cccc(C)c1OCC(=O)Nc1cc(Cl)ccc1-n1cncn1,-4,-4,·,20,-1,-9,i,17,0,3
CCOC(=O)c1c(NC(=O)CSc2nnc(C)s2)sc2c1CCC(CC)C2 (stereo not drawn),-2,-1,11,-8,3,4,i,-6,-2,-7
Cc1ccc(C(=O)Nc2ccccc2C(=O)N2CCN(c3ccccc3)CC2)cc1,13,1,1,21,4,-11,i,-4,1,2
O=C(N/N=C/c1cccc2ccccc12)c1cccc(F)c1,28,-1,0,14,1,39,i,0,4,23
NC(N)=N/N=C/c1ccc(OCc2ccc(Cl)cc2)cc1,13,2,0,14,2,-1,i,5,-11,0
O=C(c1ccccc1)N1CCN(c2ccc(N3CCOCC3)nn2)CC1,-5,2,·,14,-1,-13,i,2,2,1
O=C(O)COc1ccccc1/C=N/NC(=O)Cc1ccccc1,-9,-1,-3,22,1,6,i,-4,1,-9
CC(C)N(C(=S)NC1CC2CCC1C2)c1ccccc1 (stereo not drawn),2,1,-1,8,6,8,i,-6,-1,-7
O=C(O)CSCC(=O)Nc1ccc(Br)c(C(F)(F)F)c1,-3,0,0,25,2,-1,i,1,5,1
Cc1cnn(C(=S)NCc2ccc(Cl)cc2)c1,-4,1,4,13,5,3,i,·,11,-1
COc1ccc(C2CC(c3cc(OC)ccc3OC)n3nnnc3N2)cc1 (stereo not drawn),-4,·,6,23,4,1,i,5,0,5
CCN(CC)C(=O)c1cnn(-c2ccccc2)c1NC(=O)c1ccccc1F,0,-2,1,11,-1,5,i,-10,-2,-6
COc1cccc(/C=C/C(=O)OCC(=O)c2ccc(S(=O)(=O)N3CCCCC3)cc2)c1OC,-1,-2,·,12,-3,-2,i,-7,6,-9
Cc1ccc(Cl)cc1N1CCN(C(=O)CCS(=O)(=O)c2cccc3nonc23)CC1,0,-3,9,13,1,5,i,3,0,8
Cc1cc(NC(=O)CSc2nnc(-c3cccs3)n2N)no1,8,0,0,23,-3,20,i,-4,3,6
CCCC(=O)Nc1cccc(NC(=O)c2cccc([N+](=O)[O-])c2C)c1,-71*,-2,3,38,4,-77,i,-3,1,24
COc1ccc(C(=O)n2c(-c3ccco3)nc3ccccc32)cc1,8,-19,0,26,43*,9,i,10,1,-1
COc1ccc(C(=O)NCc2cccnc2)cc1S(=O)(=O)N1CCOCC1,-1,-1,1,-1,2,8,i,6,3,29
COc1ccc2[nH]c(=O)c(CN(CCO)C(=O)NCc3ccccc3)cc2c1,6,-1,6,27,-5,-3,i,0,0,3
CCCCCCCCCC(=O)N/N=C(\C)c1cccnc1,-4,-4,3,2,·,15,i,-4,0,-2
CC(=O)c1ccc(NC(=O)CSc2nc(=O)n(CCN3CCOCC3)c3c2CCC3)cc1,-1,-4,·,50,7,1,i,0,-1,20
CCOC(=O)c1cnc(-c2ccccc2)nc1Oc1cccc(Cl)c1,·,-4,0,20,3,·,i,3,2,·
CCNc1ccc(C(=O)OCC)cc1NC(=O)c1cccc(N(C)C)c1,-2,-3,0,15,-1,31,i,-1,0,-10
O=P(OC1CCCCC1)(OC1CCCCC1)C(O)c1c(Cl)cccc1Cl (stereo not drawn),-1,-3,3,28,5,2,i,0,5,0
# Next part:
SMILES,HSF1 inhib,GSK3A inh,HSP90 refold inh,AI-2 QS mod,HDAC3 inh,HSF-1 act,PolyA inh,DYRK1A inh,GSK3beta inhib,Platelet DG rel
COc1ccc(CCN2C(=O)CC(NC34CC5CC(CC(C5)C3)C4)C2=O)cc1OC (stereo not drawn),-4,-3,4,2,7,-17,i,-10,0,-3
C=CCc1ccccc1OCCSc1nc2ccc([N+](=O)[O-])cc2s1,0,-2,1,34,2,4,i,0,1,-7
O=C(COC(=O)c1ccc[nH]c1=O)NCCc1ccc(Cl)cc1Cl,18,·,11,22,-7,28,i,-6,1,-1
Cc1nc(/C(N)=N/OC(=O)c2ccccc2Cl)c(C(F)(F)F)o1,11,-1,2,8,-3,38,i,2,-5,0
Cn1c(=O)c2c(-c3ccccc3)n3c4ccccc4ncc3c2n(C)c1=O,-29,24,-1,0,-2,-40,i,·,-19,2
O=C(C1=C(O)C(=O)N(CCOCCO)C1c1cccs1)c1cccs1 (stereo not drawn),3,-2,0,34,-6,14,i,-2,3,4
OCCCN=c1cc(-c2ccccc2)oc2ccc(Cl)cc12,14,1,0,10,13,?,i,5,-3,-4
CCc1c(C)[nH]n(-c2nc(-c3ccccc3)cs2)c1=O,2,0,-4,2,2,7,i,1,0,-1
O=C(Cn1cnc([N+](=O)[O-])n1)N/N=C/c1cc(Cl)ccc1O,-3,14,-4,-84*,10,-5,i,13,-13,-4
Fc1ccc(Cl)cc1/C=N/n1cnnc1SCc1ccccc1,7,0,3,6,5,6,i,2,-2,4
O=C(NCc1ccc2c(c1)OCO2)c1ccc(S(=O)(=O)C(F)F)cc1,-3,-1,-6,-57,3,-18,i,-2,2,-2
CC(CN1CCCCC1)c1ccccc1 (stereo not drawn),-3,-2,-8,4,-5,-6,i,2,-5,0
O=C(COc1coc(CN2CCN(c3ccc(F)cc3)CC2)cc1=O)Nc1ccccc1,1,-1,·,0,·,5,i,-5,1,-4
COc1ccc(OC)c(Nc2ncnc3c2cnn3-c2cccc(C)c2)c1,-14,-3,-3,16,-1,-14,i,44,1,2
COc1ccc2oc(C(=O)OCC(=O)N3CCCC(C)C3)c(C)c2c1 (stereo not drawn),-1,-2,·,24,-28,15,i,15,1,-16
CC(=O)N(Cc1cc2ccccc2[nH]c1=O)c1ccc(C)cc1,-15,0,-4,9,2,-26,i,-6,1,-7
Cc1ccc(-c2nnn(CC(=O)N(CC(=O)NC3CCCCC3)c3cnc4ccccc4c3)n2)o1,-1,-1,0,-6,6,10,i,1,2,27
CCC(C)NC(=O)C1CCC(=O)N(c2ccc3c(c2)OCO3)C1c1ccc(OC)cc1 (stereo not drawn),-1,-4,-2,27,-3,0,i,0,-3,-51
Cc1ccccc1NC(=O)c1cc(S(=O)(=O)N2CCCCC2)cs1,1,-5,7,15,1,17,i,1,1,4
Cc1ccc(C2(c3ccc(C)cc3)NC(=O)N(Cc3c(C)noc3C)C2=O)cc1,4,0,-2,-1,13,28,i,4,2,0
CCNC(=O)COn1c(SCC(=O)NCC)nc2ccccc2c1=O,-1,-2,2,25,4,32,i,2,-2,1
Cc1ccc(NC(=O)/C=C/c2cccs2)c([N+](=O)[O-])c1,36,·,9,20,4,63*,i,0,-4,1
Cc1nnc(NC(=O)CCSCCC(=O)Nc2nnc(C)s2)s1,1,-5,-4,27,-1,0,i,-2,0,-2
